# Screening results from PubChem.
# AMA1 RON2 block: AMA1-RON2 (P. falciparum) interaction inhibition. Potency, µM (doses to about 58.2 µM), for the others: at the highest dose activity change, negative = inhibition, most hits filed as inhibitors. hit rate 0.2% among 360,000. AID 720542. AlphaScreen AMA1-biotinylated RON2 peptide binding;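 further: potency means the concentration at half of the fitted maximal effect; 0% = vehicle wells and -100% = peptide control; nearly all actives have a fitted effect of over 45% in size; some results filed as inactive show a strong effect at the top dose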
#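 AMA1 (3D7) with his tag at 25 nM final met compounds first, then biotinylated RON2 peptide at 25 nM; detection used donor plus acceptor beads, 10 µg/mL apiece, read by AlphaScreen after 30 min at room temperature.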
# Sm TGR inh: S. mansoni TGR enzyme inhibition; Q962Y6; purified TGR, DTNB reduction, TNB absorbance 405 nm; Potency, µM (doses to about 114 µM), for the others: top-dose activity change, negative = inhibition, actives largely listed as inhibitors; hit rate 3% among 360,000; further: potency means the concentration at half of the fitted maximal effect; nearly all actives have a fitted effect of over 60% in size
#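 First, TGR (20 nM dispensed) and NADPH were mixed with compound. Second, a 15 min room-temperature incubation followed. Third, further NADPH and then DTNB were added to start the reaction. Finally, TNB absorbance was monitored kinetically.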
# AmpC no deterg: inhibitors of E. coli AmpC beta-lactamase without detergent; hit rate 0.52% among 330,000; P00811; Potency, µM (top dose mostly 57.1 µM), inactives show top-dose activity change, negative = inhibition, usual class: inhibitors; AID 485341; AmpC nitrocefin hydrolysis, absorbance 480 nm, 0.0001% Triton;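 further: potency means the concentration at half of the fitted maximal effect; plate controls were no compound for no effect and no enzyme for full effect; nearly all actives have a fitted effect of over 20% in size; some results filed as inactive show a strong effect at the top dose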
# Target sequence (P00811 whole entry, looked up): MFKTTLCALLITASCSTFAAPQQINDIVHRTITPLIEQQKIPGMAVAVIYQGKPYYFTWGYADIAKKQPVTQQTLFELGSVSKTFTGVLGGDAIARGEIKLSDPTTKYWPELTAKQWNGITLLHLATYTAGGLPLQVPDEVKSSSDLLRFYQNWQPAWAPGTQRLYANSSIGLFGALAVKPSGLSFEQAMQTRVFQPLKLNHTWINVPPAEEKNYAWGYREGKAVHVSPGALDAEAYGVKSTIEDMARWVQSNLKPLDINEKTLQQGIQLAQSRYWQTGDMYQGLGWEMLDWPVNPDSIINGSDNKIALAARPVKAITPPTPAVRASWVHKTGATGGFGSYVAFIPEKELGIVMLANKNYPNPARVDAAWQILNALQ
#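 AmpC (5.3 nM in the dispensed reagent) in 20 mM phosphate pH 7.0 with 0.01% (detergent screen) or 0.0001% Triton X-100 was preincubated with compounds for 15 min at room temperature. Nitrocefin was then added from an 800 uM solution, and hydrolysis was followed at 480 nm.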
# AmpC inh detg: AmpC beta-lactamase inhibition with detergent present | Potency, µM (titrated, usually from 114 µM), for inactives: at the top dose activity change, negative = inhibition, actives largely listed as inhibitors | P00811 | hit rate 0.041% among 370,000 | AmpC hydrolysis of nitrocefin, absorbance 480 nm, 0.01% Triton;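 further: potency means the concentration at half of the fitted maximal effect; 0% = no-compound wells and -100% = no-enzyme wells; nearly all actives have a fitted effect of over 25% in size; some results filed as inactive show a strong effect at the top dose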
#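 AmpC (5.3 nM in the dispensed reagent) in 20 mM phosphate pH 7.0 with 0.01% (detergent screen) or 0.0001% Triton X-100 was preincubated with compounds for 15 min at room temperature. Nitrocefin was then added from an 800 uM solution, and hydrolysis was followed at 480 nm.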
# HCMV antiviral: inhibitors of human cytomegalovirus | activity change, negative = inhibition, % at 57.5 µM | HFF cells, HCMV-luciferase reporter, 72 h; hits give low values | hit rate 4.5% among 410,000 | AID 1259415; in the data active means activity change below about -60%; inconclusive means no clear call, values can overlap the other calls; inactive means above about -39%
#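 Luciferase read-out from HCMV-luciferase-infected HFFs (MOI 1 PFU/cell) 72 h post infection at 37C; compounds added after 16 h cell attachment; activity normalized between buffer-only basal and Salinomycin (10uM) inhibitor controls.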
# FBPA Giardia inh: inhibitors of Giardia lamblia fructose-1,6-bisphosphate aldolase | A8B2U2 | purified Giardia FBPA | Potency, µM (highest dose often 59.6 µM), for inactives: at the top dose activity, negative = inhibition, usual class: inhibitors | hit rate 0.71% among 290,000; further: potency means the concentration at half of the fitted maximal effect; nearly all actives have a fitted effect of over 55% in size
# Target sequence (A8B2U2 whole entry, looked up): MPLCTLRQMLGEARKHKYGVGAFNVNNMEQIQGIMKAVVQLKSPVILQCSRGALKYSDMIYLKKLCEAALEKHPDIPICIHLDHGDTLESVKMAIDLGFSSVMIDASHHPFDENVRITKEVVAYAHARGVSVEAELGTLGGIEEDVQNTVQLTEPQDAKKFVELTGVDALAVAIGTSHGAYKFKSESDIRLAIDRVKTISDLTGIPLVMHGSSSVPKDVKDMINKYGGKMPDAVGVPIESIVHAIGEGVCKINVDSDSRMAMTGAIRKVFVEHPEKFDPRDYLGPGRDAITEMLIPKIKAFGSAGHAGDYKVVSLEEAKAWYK
#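 40 nM FBPA preincubated 10 min at RT with compound (up to 57.5 uM final), then substrate plus GAPDH/TPI/NAD/arsenate coupling and diaphorase/resazurin added. Fluorescence read after 20 min at RT, 525/598 nm.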
# An asterisk follows results filed as active; ? = inconclusive; / = no result given; & = joins results of further samples; [ ] = remark or other dose. Unless noted, the call rests on the fitted dose curve; in most records, active means well fitted curve in the direction sought with a large enough effect; inconclusive means small, poorly fitted or top-dose-only effect, or another doubt; inactive means no such curve, though single readings can be large; an effect the other way counts as inactive or inconclusive. Unless noted, on the % scale 0 is the no-effect control and ±100 the full control effect.
SMILES,AMA1 RON2 block,Sm TGR inh,AmpC no deterg,AmpC inh detg,HCMV antiviral,FBPA Giardia inh
Cc1nc(-c2ccccc2)sc1C(=O)CSc1ccccc1,32%[activator],-1%,?,-2%,18,-9%
C=CCn1cc(C(=O)NCCCN(CC)CC)c(=O)c2cc(S(=O)(=O)N3CCC(C)CC3)ccc21,2%,-17%,41%,1%,?,6%
O=C(OCCNc1nc(-c2ccccc2)nc2ccccc12)c1cccnc1,5%,/,7%,-15%,5,-1%
CSCC[C@H](NC(=O)c1cc2c([nH]c3ccccc32)c(-c2ccccc2)n1)C(=O)O,57%[activator],-7%,-37%,-6%,2,-10%
Cc1cccc(C(=O)NC2CC3CCCC(C2)N3C(=O)NC2CCCCC2)c1 (centres undefined),-12%,-27%,2%,-13%,24,-4%
Cc1ccc(NC(=O)CN(C)C(=O)c2ccc(-n3cncn3)c([N+](=O)[O-])c2)cc1,14%,4%,-35%,-13%,-6,/
CC(C)Oc1ccc(C(=O)N2CCCCC2CCN2CCCCC2)cc1 (centres undefined),/,-6%,/,7%,3,/
CNC(=O)CC1C(=O)N(c2ccc(F)cc2)C(=S)N1NC(=O)c1ccc(Cl)cc1 (centres undefined),75%[activator],7%,-3%,-13%,5,?
CCOc1ccc(-n2c(O)cc(=O)[nH]c2=O)cc1,-6%,?,-16%,12%,19,3%
COC(=O)c1ccc(Nc2nc(C)cc(=O)[nH]2)cc1,-11%,-1%,-28%,?,-37,-1%

# Fetched by structure from the list above (5):
SMILES,AMA1 RON2 block,Sm TGR inh,AmpC no deterg,AmpC inh detg,HCMV antiviral,FBPA Giardia inh
CSCC[C@H](NC(=O)c1cc2c([nH]c3ccccc32)c(-c2ccccc2)n1)C(=O)O,57%[activator],-7%,-37%,-6%,2,-10%
Cc1nc(-c2ccccc2)sc1C(=O)CSc1ccccc1,32%[activator],-1%,?,-2%,18,-9%
CCOc1ccc(-n2c(O)cc(=O)[nH]c2=O)cc1,-6%,?,-16%,12%,19,3%
Cc1cccc(C(=O)NC2CC3CCCC(C2)N3C(=O)NC2CCCCC2)c1 (centres undefined),-12%,-27%,2%,-13%,24,-4%
O=C(OCCNc1nc(-c2ccccc2)nc2ccccc12)c1cccnc1,5%,/,7%,-15%,5,-1%

# Additional entries.
SMILES,AMA1 RON2 block,Sm TGR inh,AmpC no deterg,AmpC inh detg,HCMV antiviral,FBPA Giardia inh
COc1cccc(-c2nc(CS(=O)CC(=O)NCCc3ccc(C)cc3)c(C)o2)c1 (centres undefined),-7%,-15%,127%[activator],-9%,0,-2%
NC(=O)C12CCCC(Br)(CCC1)C2,5%,8%,-16%,6%,-9,0%
N#Cc1c(NC(=O)CCN2C(=O)c3ccccc3C2=O)oc(-c2ccccc2)c1-c1ccccc1,-6%,2%,-49%,-6%,16,0%
COc1ccccc1C1=NOC(COC(=O)c2ccc([N+](=O)[O-])cc2)C1 (centres undefined),-4%,18%,-21%,-1%,-5,0%
CC(=O)c1c(C(C)=O)c(C)n(-c2ccc(C(=O)O)cc2)c1C,-2%,0%,-22%,-14%,-31,3%
Cc1ccc(NC(=O)CCN2C(=O)c3ccccc3S2(=O)=O)cc1F,0%,4%,-13%,?,-28,/
CN(c1ccccc1C(=O)O)S(=O)(=O)c1ccc2c3c(cccc13)C(=O)N2,8%,-25%,-29%,-4%,42,5%
COc1cc(-c2cc(C(=O)OCC(=O)Nc3ccc4c(c3)OCO4)c3ccccc3n2)cc(OC)c1OC,11%,8%,64%[activator],-1%,-33,-12%
COc1ccc(C(=O)OC2CC3CCC(C2)[N+]3(C)[O-])cc1OC (centres undefined),11%,-6%,-6%,?,17,-1%
COCC(=O)N(Cc1ccccc1)c1ccccn1,-2%,50%[activator],-18%,?,50,2%
COc1ccc(-n2c(-c3ccco3)nc3c(cnn3-c3ccc(Cl)cc3)c2=O)cc1,/,-13%,/,0%,?,/
CC(OC(=O)c1cc(O)c2ccccc2c1O)C(=O)Nc1ccc(C(N)=O)cc1 (centres undefined),-17%,22µM*,-30%,?,31,/
CCNc1nc(NCC)n2c(SCC(=O)Nc3cc(Cl)ccc3OC)nnc2n1,19%,-12%,-3%,-7%,-11,/
CCn1cc([N+](=O)[O-])c(C(=O)Nc2ccc(Cn3nc(C)cc3C)cc2)n1,-2%,8%,6%,3%,-17,7%
COc1ccc(OC)c(NC(=O)COC(=O)CCc2nc3ccccc3c(=O)[nH]2)c1,6%,/,-28%,/,-1,/
CCOC(=O)C1CCCN(C(=O)CCCn2nnnc2CN2CCOCC2)C1 (centres undefined),5%,40µM*,-8%,-11%,20,0%
On1c(-c2ccccc2Cl)nc2ccccc21,-14%,1%,-18%,?,-32,4%
CSCCC(NS(=O)(=O)c1ccccc1)C(=O)OC(C)C(=O)Nc1ccc(Cl)cn1 (centres undefined),-3%,-2%,2%,3%,9,/
Cc1cccc(N2CCN(S(=O)(=O)c3c(C)[nH]c(C)c3C(=O)N3CCCC3)CC2C)c1 (centres undefined),-5%,-20%,128%[activator],-12%,2,7%
CCOC(=O)COc1coc(CN2CCN(c3ccc(F)cc3)CC2)cc1=O,-8%,-23%,-4%,-1%,-24,/

# 2 neighbouring compounds out of the list so far, quoted:
SMILES,AMA1 RON2 block,Sm TGR inh,AmpC no deterg,AmpC inh detg,HCMV antiviral,FBPA Giardia inh
COc1ccc(-n2c(-c3ccco3)nc3c(cnn3-c3ccc(Cl)cc3)c2=O)cc1,/,-13%,/,0%,?,/
CC(OC(=O)c1cc(O)c2ccccc2c1O)C(=O)Nc1ccc(C(N)=O)cc1 (centres undefined),-17%,22µM*,-30%,?,31,/

# The listing continues:
SMILES,AMA1 RON2 block,Sm TGR inh,AmpC no deterg,AmpC inh detg,HCMV antiviral,FBPA Giardia inh
O=C(COC(=O)c1ccc(S(=O)(=O)N2CCCCC2)cc1)Nc1ccccc1Cl,-11%,0%,-5%,1%,-21,/
Clc1cccc(Cc2ccc(Cl)nn2)c1,19%,12%,-10%,8%,?,0%
CCCCNc1c(-c2ccc(OC)c(Sc3ccc(OC)cc3)c2)nc2ccc(Cl)cn12,-11%,/,-23%,/,13,/
CC(=O)N1N=C(c2ccc(Cl)cc2)OC12CCCC2,1%,5%,-10%,8%,-11,3%
O=C(CCS(=O)(=O)c1cc(Br)cc2c1N(C(=O)C1CC1)CC2)Nc1ccc(Br)cc1F,/,-9%,/,-3%,-5,/
Cc1ccc(NC(=O)c2cc(-c3ccco3)nc3ccccc23)cc1S(=O)(=O)N1CCOCC1,-11%,45µM*,-13%,-1%,-3,-13%
Cc1cc(NC(=O)COC(=O)c2cc(S(=O)(=O)N(C)C)ccc2Cl)no1,9%,-3%,-9%,-4%,12,/
COc1ccccc1OCC(=O)O,-6%&8%,5%&-1%,-13%&-22%,-11%&-4%,55&39,5%&3%
Cc1cccc(N(Cc2cc(=O)[nH]c3ccccc23)C(=O)C(C)C)c1,-7%,8%,0%,2%,8,9%
CNc1c(NC(=O)c2ccc3c(c2)OCO3)c(=O)oc2ccccc12,12%,5%,-1%,-6%,-24,-2%
Cc1ccc(N=C2S/C(=C/c3cccc(OCC(=O)O)c3)C(=O)N2C)cc1C,?,-10%,-17%,2%,27,11%
Cc1cc(Br)ccc1NC(=O)CNC(=O)CN(C)Cc1nc2ccccc2c(=O)[nH]1,29%,-25%,49%,-8%,-2,1%
CCCCc1cc(=O)oc2cc(C)cc(OCc3nn[nH]n3)c12,-7%,3%[11.4 µM],-26%,?,-30,-1%
Cc1cc([N+](=O)[O-])ccc1NC(=O)CCC(=O)N1CCCCCC1,-5%,-13%,-2%,5%,8,-2%
O=C(CN1CCN(S(=O)(=O)N2CCCCC2)CC1)Nc1cc(Cl)ccc1Cl,-2%,-1%,-16%,?,24,-2%
Cc1c(Cc2ccccc2)c(=O)oc2cc(OCC(=O)c3ccccc3)ccc12,6%,0%,-25%,3%,-22,5%
O=C(NCCc1nc2ccccc2[nH]1)C1CCC(=O)N(CCc2cccc(F)c2)C1 (centres undefined),3%,-22%,34%,8%,?,-17%
CCOc1ccc(N2C(=O)CC(N3CCC(NC(=O)Nc4ccccc4)CC3)C2=O)cc1 (centres undefined),-7%,-10%,63%[activator],?,6,-12%
CCCn1c(=O)c(-c2nc3ccccc3[nH]2)c(O)c2ccccc21,84%,4%,-25%,0%,16,5%
O=C(c1ccc(NC2=NC3CS(=O)(=O)CC3S2)cc1)N1CCN(c2ccccc2)CC1 (centres undefined),-9%,-7%,16%,?,31,-1%
Cc1ccc(C)c(S(=O)(=O)N2CCN(c3ncnc4sccc34)CC2)c1,-6%,/,-9%,/,-97*,/
Cc1cc(C)n(CC(=O)NNC(=O)CCNC(=O)c2ccccc2Cl)n1,49%[activator],-6%,-5%,?,-10,/
O=C(COC(=O)COc1ccc(Cl)cc1)NC1CCS(=O)(=O)C1 (centres undefined),9%,3%,-16%,9%,-39,/
Cc1nc(N=Nc2ccc(O)cc2)n[nH]1,36%[activator],-15%,-2%,-9%,34,-11%
COC(=O)CCN(C)CCC(=O)OC,-12%,16%,-7%,-14%,20,-2%
CN(Cc1ccccc1)C(=O)C(C(=O)c1ccc(F)cc1)n1cc(Cl)ccc1=O (centres undefined),-2%,-1%,16%,-7%,14,-6%
CCN(CC(=O)NCc1cccs1)C(=O)COc1ccc(C(N)=O)cc1,6%,7%,-7%,-15%,8,/
CCOc1ccc(NC(=O)CN2C(=O)CSc3ccc(S(=O)(=O)N4CCOCC4)cc32)cc1,-14%,-2%,-42%,-1%,-33,-13%
Cc1ccc(C(=O)N/C(=C\C=C\c2ccccc2)C(=O)NCc2ccco2)cc1,-3%,-35%,?,-11%,-31,1%
O=C(Nc1ccc(F)cc1)C(c1ccccc1)N1CCN(S(=O)(=O)c2c(F)cccc2F)CC1 (centres undefined),6%[11.6 µM],-4%,-36%,-9%,19,0%
COC(=O)[C@]1(Cc2ccccc2)N[C@H](CN(C)C(=O)c2ccc(C)cc2)[C@@H]2C(=O)N(Cc3ccccc3)C(=O)[C@@H]21,0%,/,16%,/,-19,/
C=CCN(c1ccc(C(=O)Nc2cc(C)cc(C)c2)cc1)S(C)(=O)=O,12%,7%,-5%,-1%,-29,1%
Cc1ccc(S(=O)(=O)/N=C(/c2ccccc2)N(C)c2ccc(O)cc2)cc1,-2%,-8%,-28%,-4%,?,9%
O=c1c2c3c(sc2nc2n1CCC2)CCCCC3,23%,/,29%,7%,12,0%
CCO[C@@H]1OC(C(=O)NCc2nc3ccccc3[nH]2)=C[C@H](c2ccc(C(F)(F)F)cc2)[C@H]1CCCO,20%,-19%,122%[activator],-6%,-13,0%
CCOC(=O)c1c(NC(=O)COC(=O)Cc2c[nH]c3ccccc23)sc(C(=O)N(C)C)c1C,-17%,1%,58%,-15%,32,/
Cc1ccc(N(CCC(=O)O)S(=O)(=O)c2cccc(C(F)(F)F)c2)cc1,-7%,-2%,19%,-5%,-34,22%
COc1ccccc1C1CC(=O)Nc2cc3c(cc21)OCCO3 (centres undefined),-1%,-2%,-23%,4%,-85*,-16%
O=C(NC1CC1)C1CCCN1C(=O)NC1CCCCC1 (centres undefined),-4%,5%,-13%,8%,31,3%

# Rows were taken by chance; any-hit rate near 7.8%.
